proCasp3 act = activators of human procaspase-3 | activation, % at 8.5 µM | AID 463141 | P42574 | actives 0.11% (n = 330,000) | recombinant procaspase-3 D3A, Ac-DEVD-pNA absorbance 405 nm;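 active = activation above the mean of all tested compounds plus 3 SD, cut at about 21% in these data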;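 also: 0% = DMSO alone and 100% = DMSO wells spiked with extra 5 µM PC-3 D3A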
Target sequence (P42574 whole entry D9A/D28A/D175A): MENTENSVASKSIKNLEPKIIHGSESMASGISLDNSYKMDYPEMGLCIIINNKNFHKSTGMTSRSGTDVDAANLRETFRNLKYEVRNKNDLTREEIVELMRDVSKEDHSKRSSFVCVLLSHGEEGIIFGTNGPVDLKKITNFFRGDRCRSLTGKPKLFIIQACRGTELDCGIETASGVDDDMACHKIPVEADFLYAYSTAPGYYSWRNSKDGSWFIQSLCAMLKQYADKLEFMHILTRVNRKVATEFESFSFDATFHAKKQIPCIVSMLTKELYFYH
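Evaluation: percent activation relative to control range; Material: Procaspase-3 D3A mutant, all three cleavage aspartates alanine; Compound: single dose, 8.5 µM nominal compound, 0.8% DMSO; Replication: one well per compound; Signal: absorbance at 405 nm, 0 and 120 min; Schedule: 1 h preincubation plus 2 h reaction at 25 °C.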
LAP4 TOR yeast = alters LAP4-GFP fluorescence in TOR pathway yeast screen. actives 0.34% (n = 320,000). GFP response vs DMSO, % at 10 µM. S. cerevisiae LAP4-GFP multiplex, flow cytometry GFP, 3 h; median GFP as percent of DMSO wells. AID 2023;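 active = GFP response vs DMSO above a set limit, about the screen mean plus 3 SD, cut at about 150% in these data; inconclusive = under 70 cell events counted for the yeast strain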
AHR activator = activates the human aryl hydrocarbon receptor. activation, % at 5 µM. actives 2.5% (n = 320,000). AHR-responsive luciferase reporter cells, luminescence. P35869; in the data active = activation above about 47%;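 also: 0% = vehicle wells and 100% = reference agonist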
MEP2 TOR yeast = alters MEP2-GFP fluorescence in TOR pathway yeast screen. S. cerevisiae MEP2-GFP strain, flow cytometry GFP, 3 h; 100% = DMSO control level. GFP response vs DMSO, % at 10 µM. actives 0.51% (n = 330,000). AID 2016;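 active = GFP response versus DMSO above a set limit, roughly screen mean plus 3 SD, cut at about 180% in these data; inconclusive = fewer than 70 cells counted for a yeast strain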;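 also: median GFP fluorescence of the barcode-gated MEP2-GFP cells per well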
RPL19A TOR yeast = yeast TOR pathway RPL19A-GFP modulation. actives 0.3% (n = 330,000). percent response vs DMSO, % at 10 µM. AID 2025. S. cerevisiae RPL19A-GFP strain, flow cytometry, 3 h; stronger effect = lower value;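 active = percent response vs DMSO below 50%; inconclusive = fewer than 70 events counted for the yeast strain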;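 also: median channel GFP fluorescence of the barcoded RPL19A-GFP strain; ratio of sample median GFP to plate DMSO average so 100% = DMSO; lower means less RPL19A-GFP as with rapamycin TOR inhibition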
JMJD2C inh = blocks human GASC-1 demethylase activity. Q9H3R0. GST-JMJD2C(1-420) H3K9me3 demethylation, DELFIA europium. inhibition, % at 2.35 µM. actives 0.069% (n = 330,000);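 active = more than half of a compound's replicate wells show inhibition beyond 50%, single wells judged on their own value; inconclusive = some, but no more than half, of replicates pass 50% inhibition; inactive = no replicate passes 50% inhibition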;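 also: signal counts dimethyl H3K9 product captured on neutravidin plate; 0% = median of DMSO wells and 100% = 0.3 times that DMSO median; strong numbers were not always called active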
Target sequence (Q9H3R0 1-420 limits assumed): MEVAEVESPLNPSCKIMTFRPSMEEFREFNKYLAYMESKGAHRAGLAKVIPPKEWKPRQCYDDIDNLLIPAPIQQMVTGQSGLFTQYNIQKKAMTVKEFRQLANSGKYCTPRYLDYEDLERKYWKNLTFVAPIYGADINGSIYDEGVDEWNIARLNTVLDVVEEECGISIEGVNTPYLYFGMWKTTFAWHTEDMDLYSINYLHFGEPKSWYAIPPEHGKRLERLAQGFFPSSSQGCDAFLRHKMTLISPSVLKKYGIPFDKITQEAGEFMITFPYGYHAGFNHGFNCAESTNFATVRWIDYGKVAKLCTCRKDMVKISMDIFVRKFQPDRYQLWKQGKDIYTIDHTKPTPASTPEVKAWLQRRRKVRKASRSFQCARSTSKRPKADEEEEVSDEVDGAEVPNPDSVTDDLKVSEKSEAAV
proCasp7 act = counter-screen: procaspase-7 (human) activation | P55210 | recombinant procaspase-7, Ac-DEVD-pNA absorbance 405 nm; D23A/D198A/D206A triple mutant, cannot self-cleave; scale: DMSO 0, 5 µM enzyme 100 | activation, % at 8.5 µM | actives 0.093% (n = 330,000) | AID 463210;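 active = percent activation above the screen-wide mean plus 3 SD, cut at about 25% in these data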
Target sequence (P55210 whole entry D23A/D198A/D206A): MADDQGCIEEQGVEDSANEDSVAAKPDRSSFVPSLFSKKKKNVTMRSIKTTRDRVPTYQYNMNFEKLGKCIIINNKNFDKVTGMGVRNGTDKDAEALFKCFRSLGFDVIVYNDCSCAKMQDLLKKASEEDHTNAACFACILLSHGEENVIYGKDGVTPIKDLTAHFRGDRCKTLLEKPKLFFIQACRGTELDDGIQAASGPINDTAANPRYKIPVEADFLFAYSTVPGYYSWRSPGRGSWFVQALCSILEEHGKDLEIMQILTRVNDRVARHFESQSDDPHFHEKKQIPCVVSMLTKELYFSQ
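Assay system: Uncleavable procaspase-7 mutant enzyme; Input: 2 µM procaspase-7 mutant as dispensed; Also added: DEVD-pNA substrate; Medium: Zinc-free HEPES pH 7.4 with 300 mM NaCl, 0.01% Triton X-100; Timing: 1 h compound preincubation, 2 h substrate cleavage, 25 °C; Measured by: Epi-absorbance of released pNA at 405 nm, two timepoints.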
CR mimetic SO = yeast age-related superoxide inhibition as caloric restriction mimetic; superoxide response (% of plate mean), % at 10 µM; actives 0.18% (n = 330,000); S. cerevisiae aged cells, superoxide DHE fluorescence; stronger effect = lower value; AID 2690;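 active = superoxide response under a set limit, about three screen SD below normal, cut at about 65% in these data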;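 also: yeast aged for seven days with compound at 30 °C before DHE staining; 100% = average MFI of all compound-treated wells on the plate with controls excluded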
An asterisk follows results filed as active; ? = inconclusive; nt = not tested or not shown; & = joins results of further samples; [ ] = remark or other dose. Rows are unselected; 3.8% or so of the library scored in one or more.

Letter code: A = proCasp3 act; B = LAP4 TOR yeast; C = AHR activator; D = MEP2 TOR yeast; E = RPL19A TOR yeast; F = JMJD2C inh; G = proCasp7 act; H = CR mimetic SO
Cc1ccc(NC(=O)Cn2c(=O)c3cccn3c3ccccc32)c(C)c1
  A: 4 | B: 108 | C: 1 | D: 108 | E: 108 | F: -1 | G: 7 | H: 132

COC(=O)c1ccccc1NC(=O)c1sc(=S)n(C)c1N
  A: -11 | B: 112 | C: 32 | D: 116 | E: 112 | F: 9 | G: -1 | H: 97

C/C(=N/NC(=O)c1ccco1)c1ccc(Br)s1
  A: nt | B: 94 | C: nt | D: 104 | E: 110 | F: -22 | G: nt | H: 102

CSc1ccccc1NC(=O)c1cc(C)on1
  A: 2 | B: 88 | C: 4 | D: 102 | E: 103 | F: -4 | G: -4 | H: 114

COC(=O)C[C@](O)(CCCC(C)(C)O)C(=O)O[C@@H]1C(OC)=C[C@]23CCCN2CCc2cc4c(cc2[C@H]13)OCO4
  A: 6 | B: 117 | C: -12 | D: 99 | E: 111 | F: 0 | G: -2 | H: 93

COc1ccc(OC)c(C2C3=C(CCCC3=O)Nc3nnnn32)c1 (stereo not drawn)
  A: -1 | B: 91 | C: 1 | D: 101 | E: 104 | F: -1 | G: -4 | H: 113

Cc1cc(NC(=O)c2ccccc2-c2ccccc2C(=O)O)no1
  A: 5 | B: 100 | C: -2 | D: 96 | E: 99 | F: -21 | G: 4 | H: 94

CCOC(=O)c1c(S(=O)(=O)NCc2ccc(OC)cc2)c(C)n(C)c1C
  A: -1 | B: 100 | C: 0 | D: 108 | E: 102 | F: -6 | G: 5 | H: 104

Fc1ccccc1-c1n[nH]c(=S)n1C1CC1
  A: -8 | B: 98 | C: 1 | D: 105 | E: 102 | F: -3 | G: 2 | H: 100

O=C(NCCc1ccccc1)c1ccccc1F
  A: 8 | B: 101 | C: -7 | D: 111 | E: 106 | F: 5 | G: -13 | H: 108

CC(C)(C)OC(=O)[C@H](Cc1ccccc1)NC(=O)c1nc[nH]c1C(=O)NC1CCNCC1
  A: 6 | B: 121 | C: -3 | D: 94 | E: 103 | F: 11 | G: -2 | H: 100

Cc1ccc(S(=O)(=O)Nc2ccc3nc(-c4cccn4C)[nH]c3c2)cc1
  A: -4 | B: 101 | C: 27 | D: 100 | E: 98 | F: 3 | G: 0 | H: 103

CCNC(=S)NNC(=O)c1cccn(Cc2ccc(Cl)cc2)c1=O
  A: -6 | B: 94 | C: 1 | D: 99 | E: 103 | F: 19 | G: -6 | H: 116

COC(=O)C1NN=C(C(=O)c2ccccc2)C1c1ccccc1 (stereo not drawn)
  A: -3 | B: 88 | C: 0 | D: 99 | E: 97 | F: -32 | G: -9 | H: 90

COc1ccc(CNc2ccc(C)c(C)c2)c(OC)c1OC
  A: 5 | B: 99 | C: 34 | D: 97 | E: 99 | F: 6 | G: 7 | H: 99

COc1cc(/C=C/c2ccc(O)cc2)cc(OC)c1
  A: 7 | B: 108 | C: 1 | D: 102 | E: 99 | F: 0 | G: -1 | H: 81

Cc1cc(C)nc(NS(=O)(=O)c2ccc(NC(=O)C(C)Oc3ccccc3F)cc2)n1 (stereo not drawn)
  A: -1 | B: 94 | C: -1 | D: 100 | E: 105 | F: -10 | G: -7 | H: 94

COCCOc1cc(-n2cccc2)c(Cl)cc1Cl
  A: 6 | B: 89 | C: -2 | D: 101 | E: 102 | F: -3 | G: 11 | H: 84

O=S1(=O)CC(O)C(Nc2ccccc2)C1 (stereo not drawn)
  A: 2 | B: 106 | C: 1 | D: 97 | E: 100 | F: 5 | G: 6 | H: 102

COc1ccc(C(=O)COC(=O)CCN=C2NS(=O)(=O)c3ccccc32)c(OC)c1
  A: -4 | B: 104 | C: 2 | D: 103 | E: 100 | F: -3 | G: -8 | H: 108

CC1(C)CC2(CCCN3C(=O)CSC32)CCS1 (stereo not drawn)
  A: 1 | B: 89 | C: -2 | D: 90 | E: 97 | F: -13 | G: 4 | H: 109

COc1ccc(CCNC(=O)CCc2ccsc2)cc1OC
  A: -7 | B: 95 | C: 4 | D: 104 | E: 105 | F: 8 | G: 5 | H: 98

C/C(CC(O)(/C=N/O)c1ccccc1)=N\O (stereo not drawn)
  A: -7 | B: 101 | C: 8 | D: 98 | E: 98 | F: -21 | G: 2 | H: 98

CCOC(=O)c1nn(-c2ccc(C)c(Cl)c2)c(=O)c(C#N)c1C
  A: 9 | B: 99 | C: 0 | D: 101 | E: 103 | F: -11 | G: 2 | H: 110

c1ccc(CN2CCN(c3nc4ccccc4s3)CC2)cc1
  A: 3 | B: 94 | C: 3 | D: 103 | E: 102 | F: -2 | G: -6 | H: 121

The list goes on (2 carried over from the part before).
Letter code: A = proCasp3 act; B = LAP4 TOR yeast; C = AHR activator; D = MEP2 TOR yeast; E = RPL19A TOR yeast; F = JMJD2C inh; G = proCasp7 act; H = CR mimetic SO
CCOC(=O)c1nn(-c2ccc(C)c(Cl)c2)c(=O)c(C#N)c1C
  A: 9 | B: 99 | C: 0 | D: 101 | E: 103 | F: -11 | G: 2 | H: 110

c1ccc(CN2CCN(c3nc4ccccc4s3)CC2)cc1
  A: 3 | B: 94 | C: 3 | D: 103 | E: 102 | F: -2 | G: -6 | H: 121

COc1ccc(N(CC(=O)NCCSCc2cccc(Cl)c2)S(C)(=O)=O)cc1Cl
  A: -7 | B: 96 | C: 3 | D: 105 | E: 98 | F: 5 | G: 1 | H: 125

Cc1nc2cc(C(F)(F)F)ccc2n1CCNc1nc(-c2ccc([N+](=O)[O-])c(Cl)c2)cs1
  A: 2 | B: 128 | C: -4 | D: 90 | E: 93 | F: -8 | G: -1 | H: 99

Cc1ccc(-c2noc(CSc3nnc(-c4ccncc4)n3-c3ccc(F)cc3)n2)cc1
  A: 3 | B: 94 | C: 2 | D: 96 | E: 95 | F: -8 | G: -3 | H: 103

CCOc1ccc(C(O)(c2ccccc2)C(CN2CCCC2)c2ccccc2)cc1 (stereo not drawn)
  A: -5 | B: 95 | C: -2 | D: 108 | E: 106 | F: 5 | G: 11 | H: 108

CCN(CC)CCN(C)C(=O)c1ccc(OC2CCN(C(=O)C3CC3)CC2)cc1
  A: 5 | B: 97 | C: -1 | D: 98 | E: 92 | F: -3 | G: 10 | H: 104

CCN(C(=O)COC(=O)C1CCN(S(=O)(=O)c2c(Cl)cccc2Cl)CC1)C1CCCCC1
  A: 8 | B: 95 | C: 0 | D: 95 | E: 106 | F: -30 | G: 1 | H: 107

O=C(CNC(=S)N(Cc1ccccc1)Cc1cccnc1)NC1CCCCC1
  A: 0 | B: 101 | C: 1 | D: 101 | E: 102 | F: -3 | G: 8 | H: 110

CCOc1ccccc1NC(=S)NC1CCCCC1
  A: 3 | B: 108 | C: 0 | D: 111 | E: 107 | F: 1 | G: 3 | H: 87

COCCN(CCOC)C(=O)CN1C(=O)NC2(CCCc3sccc32)C1=O (stereo not drawn)
  A: -9 | B: 117 | C: -1 | D: 94 | E: 97 | F: 1 | G: 5 | H: 97

OCCCNc1nnc(-c2ccccc2)c2ccccc12
  A: -4 | B: 97 | C: 3 | D: 106 | E: 102 | F: -3 | G: 1 | H: 104

O=C(NCC1CCCO1)c1ccccc1-c1nc(-c2ccccc2)no1 (stereo not drawn)
  A: 2 | B: 110 | C: 15 | D: 100 | E: 97 | F: 10 | G: -9 | H: 103

COc1ccc(NC(=O)c2ccco2)c(OC)c1
  A: 4 | B: 99 | C: -1 | D: 102 | E: 104 | F: 4 | G: 7 | H: 102

Cc1cc(C)cc(Nc2ccc([N+](=O)[O-])nc2[N+](=O)[O-])c1
  A: -1 | B: 108 | C: 2 | D: 96 | E: 93 | F: -5 | G: 2 | H: 109

O=C(COc1ccc(Cl)cc1)Nc1nc(-c2cccs2)cs1
  A: 4 | B: 105 | C: 6 | D: 108 | E: 103 | F: -1 | G: 2 | H: 115

Cc1c(C)c2ccc(OCC(=O)NCCCn3ccnc3)c(C)c2oc1=O
  A: -6 | B: 104 | C: -5 | D: 100 | E: 98 | F: -2 | G: -8 | H: 113

NC(=O)C1CCN(C(=O)/C=C/c2ccccc2[N+](=O)[O-])CC1
  A: -5 | B: 102 | C: 3 | D: 103 | E: 100 | F: 5 | G: 11 | H: 113

CCOC(=O)c1c(C2COc3ccccc3O2)csc1NC(=O)c1ccco1 (stereo not drawn)
  A: -18 | B: 110 | C: 3 | D: 99 | E: 94 | F: -8 | G: -22 | H: 95

Cc1onc(-c2c(Cl)cccc2Cl)c1C(=O)NC(C)(C)CO
  A: 1 | B: 106 | C: 1 | D: 101 | E: 100 | F: 4 | G: 4 | H: 104

CC(C)N(Cc1ccccc1)C(=O)CN1C(=O)NC2(CCOc3ccccc32)C1=O (stereo not drawn)
  A: 10 | B: 93 | C: 4 | D: 94 | E: 91 | F: -9 | G: 0 | H: 107

Cn1c(CN2CCCCC2)nc2cc([N+](=O)[O-])ccc21
  A: 6 | B: 95 | C: 67* | D: 88 | E: 95 | F: 15 | G: -1 | H: 90

CCOC(=O)Cc1csc(NC(=O)c2ccc3ccccc3n2)n1
  A: 6 | B: 101 | C: 45 | D: 107 | E: 104 | F: 59 | G: 5 | H: 113

O=C(CN1C(=O)c2cccc3cccc(c23)C1=O)NCCCO
  A: -7 | B: 96 | C: -1 | D: 97 | E: 100 | F: 10 | G: 10 | H: 123

CCOC(=O)c1sc(=S)n(C)c1NC(=O)c1ccccc1Cl
  A: -11 | B: 86 | C: 2 | D: 103 | E: 104 | F: -4 | G: -2 | H: 98

CCOC(=O)C1=C(C)C(c2ccccc2)NC(=S)N1 (stereo not drawn)
  A: -12 | B: 114 | C: -1 | D: 117 | E: 105 | F: 2 | G: 2 | H: 87

O=C(NCCCn1ccnc1)c1cc([N+](=O)[O-])cc([N+](=O)[O-])c1
  A: 7 | B: 98 | C: 48* | D: 102 | E: 102 | F: 0 | G: 3 | H: 124

FC(F)(F)C1=CC(c2ccc(Cl)cc2)=NCCN1
  A: -4 | B: 108 | C: 2 | D: 107 | E: 102 | F: 0 | G: -2 | H: 87

O=C(COC(=O)CNS(=O)(=O)c1ccc(Br)cc1Cl)Nc1ccc(N2CCOCC2)cc1
  A: 5 | B: 106 | C: 2 | D: 99 | E: 98 | F: 2 | G: 7 | H: 101

COCc1cc(=O)n2[nH]c(-c3ccccc3)cc2n1
  A: -2 | B: 105 | C: 33 | D: 98 | E: 98 | F: 13 | G: 18 | H: 104

O=C(CCc1ccc(S(=O)(=O)N2CCOCC2)cc1)OCc1nc2ccccc2s1
  A: -12 | B: 88[may fluoresce red] | C: 18 | D: ? | E: ? | F: 15&9 | G: 1 | H: 103

Retrieved by compound from the list above (two):
Letter code: A = proCasp3 act; B = LAP4 TOR yeast; C = AHR activator; D = MEP2 TOR yeast; E = RPL19A TOR yeast; F = JMJD2C inh; G = proCasp7 act; H = CR mimetic SO
FC(F)(F)C1=CC(c2ccc(Cl)cc2)=NCCN1
  A: -4 | B: 108 | C: 2 | D: 107 | E: 102 | F: 0 | G: -2 | H: 87

O=C(CCc1ccc(S(=O)(=O)N2CCOCC2)cc1)OCc1nc2ccccc2s1
  A: -12 | B: 88[may fluoresce red] | C: 18 | D: ? | E: ? | F: 15&9 | G: 1 | H: 103

High-throughput results: PubChem BioAssay, several laboratories
